GPR35 antagonists: GPR35 antagonists blocking zaprinast-driven arrestin recruitment, primary screen, imaging, U2OS, beta-arrestin-GFP, zaprinast agonist (AID 2058) | G-protein coupled receptor 35 (Homo sapiens) | U2OS GPR35 beta-arrestin-GFP translocation imaging, zaprinast antagonism; higher % means a stronger effect | inhibition, % at 10 µM, or IC50 in µM where a hit was titrated | 0.052% of 290,000 active;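 active means inhibition of at least 50% with at least 30 cells and total cytoplasm GFP at most 10,000,000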
GPR55 antagonists: GPR55 antagonists blocking LPI-driven arrestin recruitment, primary screen, imaging, U2OS, beta-arrestin-GFP, LPI agonist (AID 2013); 0.13% of 290,000 active; inhibition, % at 10 µM, or IC50 in µM where a hit was titrated; G-protein coupled receptor 55 (Homo sapiens); U2OS GPR55 beta-arrestin-GFP translocation imaging, LPI antagonism; higher % means a stronger effect;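 active means spots per cell inhibited over 60%, with over 100 cells counted and total cytoplasm intensity under 500,000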;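 further: U2OS cells stably carrying GPR55 and arrestin-GFP stimulated by 5 µM LPI near EC80; imaged beta-arrestin-GFP aggregate spots per cell after agonist stimulation; plate controls were LPI-stimulated DMSO wells for no effect and DMSO wells without LPI for full effect; some results filed as inactive read as strong as hits; confirmed hits need IC50 under 10 µM and bright autofluorescent wells are also inconclusive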
KOR beta-arrestin-1: KOR antagonists, beta-arrestin recruitment, cell-based, luminescence, uHTS (AID 1778); Kappa-type opioid receptor (Homo sapiens); inhibition, % at 10 µM, or IC50 in µM where a hit was titrated; KOR beta-arrestin recruitment, luminescence, antagonist mode; higher % means a stronger effect; 0.091% of 290,000 active; in the data active means inhibition above about 50%; further: strong numbers were not always called active
KOR beta-arrestin-2: KOR agonists, beta-arrestin recruitment, primary screen, cell-based, luminescence, uHTS (AID 1777); KOR beta-arrestin recruitment, luminescence; higher % means a stronger effect; activation, % at 10 µM, or EC50 in µM where a hit was titrated; 0.02% of 280,000 active; in the data active means activation above about 50%, passing the limit was not always enough; further: a part of the inactive calls stands beside numbers as strong as those of hits
NTR1 agonist: agonists of NTR1, primary screen, imaging, U2OS cells, beta-arrestin-GFP, high content (AID 493036); NTR1-U2OS beta-arrestin-GFP spot imaging, agonist mode; Neurotensin receptor type 1 (Homo sapiens), P30989; 0.17% of 330,000 active; activation, % at 20 µM;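 active means activation at or above 40% of the spot to cytoplasm intensity ratio, with at least 20 cells analyzed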;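 further: 0% = DMSO without peptide and 100% = 100 nM NTR1 peptide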
Target sequence (P30989 whole entry, looked up): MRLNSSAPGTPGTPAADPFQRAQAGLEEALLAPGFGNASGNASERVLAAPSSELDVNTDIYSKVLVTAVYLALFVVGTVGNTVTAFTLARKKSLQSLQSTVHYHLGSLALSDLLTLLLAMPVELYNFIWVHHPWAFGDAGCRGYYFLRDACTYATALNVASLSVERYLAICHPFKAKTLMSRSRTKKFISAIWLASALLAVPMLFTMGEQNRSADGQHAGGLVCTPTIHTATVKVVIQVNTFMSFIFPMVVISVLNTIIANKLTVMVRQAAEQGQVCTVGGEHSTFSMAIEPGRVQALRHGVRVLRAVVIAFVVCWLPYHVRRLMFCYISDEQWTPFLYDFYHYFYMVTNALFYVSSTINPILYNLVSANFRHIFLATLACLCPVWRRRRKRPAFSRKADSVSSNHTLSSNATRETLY
T cell modulator: modulators of CD8 T cell-vesicle binding, primary screen, mouse 2C CD8+ T cells, flow cytometry; 2C CD8+ T cell-vesicle binding; active compounds read low; 0.068% of 330,000 active; AID 2052, 2009; calls only at 7 µM;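 active means response, share of CD8 T cells binding vesicles, and their 90th percentile fluorescence all below set limits, cut at about 80% in these data, passing the limit was not always enough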
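Benchmarks: naked versus QL9-loaded vesicles / Assay system: purified 2C TCR transgenic mouse naive CD8+ T cells / Technique: high-throughput flow cytometry with anti-B7-1 and anti-CD8 staining / Timing: Cell–vesicle co-incubation 1.5 h at 37 °C, staining 20 min on ice / Read-out: percent CD8+ FL2 mean versus row control / Probe or stimulus: QL9-loaded Drosophila micro-vesicles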
GPR55 activation: GPR55 agonists via beta-arrestin recruitment, primary screen, imaging, U2OS cells, beta-arrestin-GFP redistribution (AID 1961); G-protein coupled receptor 55 (Homo sapiens); U2OS GPR55 beta-arrestin-GFP redistribution imaging; higher % means a stronger effect; one-dose activation, % at 10 µM; EC50 in µM for titrated hits; 0.048% of 290,000 active;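 active means activation above 40% with more than 50 cells counted in the well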;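 further: U2OS osteosarcoma cells stably expressing GPR55 and beta-arrestin-GFP; plate controls were DMSO negative control for no effect and LPI positive control for full effect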
West Nile antiviral: West Nile virus antiviral activity, cell-based, CPE readout (AID 1621) | West Nile virus-infected cells, CPE inhibition; higher % means a stronger effect | 0.02% of 290,000 active | CPE inhibition, % at 10 µM; hits with a dose series show IC50 in µM; in the data active means a potency from the dose series; further: strong numbers were not always called active
PhoP inhibition: inhibitors of PhoP regulon expression, primary screen, Salmonella Typhimurium, GFP reporter (AID 1863); S. Typhimurium PhoP-regulated promoter GFP reporter, 4 h; higher % means a stronger effect; one-dose inhibition, % at 50 µM; IC50 in µM for titrated hits; 0.16% of 300,000 active;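 active means inhibition over 29.93%, a cutoff 3 SD above the screen mean, later confirmed by dose response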;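 further: 0% = low Mg2+ inducing control and 100% = high Mg2+ repressing control; strong numbers were not always called active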
T cell modulator vesicle-bound %: second read-out of T cell modulator, no call of its own (marks repeat the call); double positive events, %; measured here: CD8+ vesicle-bound cell fraction;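 binding gate set so that unloaded-vesicle control wells show 10% double positive cells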
NTR1 agonist cell count 20 µM: further read-out of NTR1 agonist, marked with its call; cell count; measured here: cell count, cytotoxicity flag
Starred values were filed as active, the others as inactive; i = inactive; nt = no result given; [ ] = remark or other dose.

canonical_smiles	GPR35 antagonists	GPR55 antagonists	KOR beta-arrestin-1	KOR beta-arrestin-2	NTR1 agonist	NTR1 agonist cell count 20 µM	T cell modulator	T cell modulator vesicle-bound %	GPR55 activation	West Nile antiviral	PhoP inhibition
Cc1ccc2nsnc2c1S(=O)(=O)N(Cc1ccco1)Cc1cc2ccc(C)c(C)c2[nH]c1=O	2%	12%	-12%	0.8%	nt	nt	nt	nt	0.2%	-0.8%	2%
CN1C(C(=O)NCCc2cccs2)CC2Cn3c(nc4cc(Cl)c(Cl)cc43)C21 (centres undefined)	-6%	5%	37%	-0.6%	-2.5	65	i	8	-0.1%	-0.5%	-5%
Cc1cccc(NC(=O)COC(=O)CNC(=O)C2CCCCC2)c1	-1%	6%	13%	-3.4%	0.2	67	i	35	-0.1%	-0.6%	3%
CCOc1ccccc1C(=O)Nc1cc(=O)n(C)c(=O)n1C	0%	11%	-6%[20 µM]	-2.5%	-1.1	54	i	20	-0.1%	0.1%	nt
COc1ccc(NC(=O)Nc2ccc(N3CCCC3=O)cc2)cc1OC	-2%	2%	-9%	-0.4%	1.3	48	i	4	-0.1%	0.0%	2%
CC1CN(C(=S)Nc2ccccc2)CC(C)O1 (centres undefined)	14%	-3%	13%	-2.3%	1.9	56	i	55	-0.2%	-0.3%	0%
O=C(O)CCC(=O)Nc1ccc(C(=O)OCC(=O)c2ccc(Cl)cc2Cl)cc1	6%	-6%	4%	-4.8%	-0.7	35	i	64	-0.1%	-0.1%	-3%
CCOC(=O)Cn1ccc(NC(=O)c2ccc(F)cc2)n1	-11%	3%	31%	-2.8%	-0.3	69	i	33	0.0%	-0.6%	2%
NC(=O)c1ccccc1NCC(=O)c1ccc(Cl)cc1	6%	4%	-16%	2.1%	-1.1	83	i	25	-0.1%	0.3%	-7%
CC1CCN(S(=O)(=O)N2CCC(C(=O)NCc3cccs3)CC2)CC1	1%	-13%	-37%	11%	4.4	88	i	55	-0.1%	-0.2%	-5%
Cc1ccc(C(=O)NCCc2nnc3ccc(SCC(=O)Nc4ccccc4C)nn23)cc1	6%	7%	27%	-4.7%	-0.5	81	i	54	-0.3%	0.0%	18%
CSc1nnc(-c2ccccc2SC)o1	1%	1%	-8%	-2.7%	0.5	21	i	43	-0.3%	-0.3%	8%
Cc1cc(Cl)ccc1NC(=S)N(CCCN1CCOCC1)Cc1cccs1	-7%	6.2µM*	24%	1.7%	0.4	60	i	26	1.1%	-1.5%	1%
O=C(c1ccc2nc(-c3ccccc3)c(-c3ccccc3)nc2c1)N1CCCCC1	-5%	7%	nt	-22%	0.5	64	i	55	0.7%	0.1%	2%
CCOC(=O)c1sc2nc(C(C)C)c3c(c2c1N)CCC3	16%	13%	40%	0.1%	12	71	i	49	0.2%	-0.4%	-3%
Cc1ccc(-c2cc(Cc3ccccn3)c(=O)[nH]n2)cc1	-7%	-13%	26%	3.7%	1.7	56	i	43	0.0%	-0.3%	1%
COc1ccc(S(=O)(=O)N2CCCC(C(=O)N3CCN(C)CC3)C2)cc1C (centres undefined)	-11%	-2%	20%	-0.6%	2.5	63	i	46	0.2%	-0.4%	-6%
COc1ccc(/C=C(/NC(=O)c2cccs2)C(=O)NC(C)(C)C)cc1OC	1%	-5%	-12%[20 µM]	-4.7%	0.3	58	i	53	-0.2%	-0.6%	6%
CCc1ccc(CNC(=O)CCc2cn(C)c3ccccc23)cc1	14%	-2%	-1%	-2.0%	-1.1	94	i	32	-0.3%	-0.3%	-5%
O=C(NCc1ccc(Cl)cc1)c1n[nH]c([N+](=O)[O-])c1Cl	-7%	-8%	-56%[20 µM]	1.2%	0.5	79	i	59	0.3%	0.1%	-6%
Cc1cc(=O)[nH]c(SCC(=O)/C=C2\N(C)c3ccccc3C2(C)C)n1	-1%	2%	-13%	12%	0.1	70	i	17	9.5%	-0.3%	-14%
COc1ccc(C(=O)Nc2c(C)ccc3nsnc23)cc1[N+](=O)[O-]	3%	23%	10%	-0.2%	-0.3	37	i	23	0.0%	-1.2%	1%
CCOCCCNCc1cc(Br)ccc1OCC	-10%	13%	-42%[20 µM]	1.8%	-2.6	59	i	29	0.5%	-0.2%	5%
Cc1cccc(NC(=O)C(NS(=O)(=O)c2ccc3c(c2)CCC(=O)N3)c2ccccc2)n1 (centres undefined)	-7%	15%	5%	-2.8%	0.3	68	nt	nt	0.3%	0.4%	-6%

Next section.
SMILES | GPR35 antagonists | GPR55 antagonists | KOR beta-arrestin-1 | KOR beta-arrestin-2 | NTR1 agonist | NTR1 agonist cell count 20 µM | T cell modulator | T cell modulator vesicle-bound % | GPR55 activation | West Nile antiviral | PhoP inhibition
Nc1nnnn1/N=C/c1ccc(O)cc1 | -19% | 6% | 24% | -6.7% | -2.8 | 63 | i | 42 | -0.1% | 0.2% | 12%
CC1(C)CC(NC(=O)c2c(N)no[n+]2[O-])CC(C)(C)N1 | -8% | 2% | -19% | 6.6% | -1.0 | 65 | i | 33 | -0.3% | 0.8% | -6%
CC(C)c1ccccc1NC(=O)COC(=O)COc1ccccc1[N+](=O)[O-] | -5% | -7% | -6% | -2.6% | -0.3 | 53 | i | 30 | -0.2% | 1.2% | 5%
Cn1c(CN2CCCC2)nc2cc(NC(=O)c3ccco3)ccc21 | -7% | 15% | 18% | 1.5% | 0.5 | 45 | i | 64 | -0.2% | -0.1% | 11%
Cc1cc2c(cc1C)CSC(c1c(O)ccc3ccccc13)SC2 | -10% | 26% | -56% | -4.4% | 29 | 89 | i | 11 | 0.2% | 2.2% | 8%
O=C(Nc1ccc(S(=O)(=O)N2CCCC2)cc1)c1cc(=O)c2ccccc2o1 | -2% | 3% | 11% | 7.8% | -0.2 | 60 | i | 18 | -0.6% | -0.8% | -7%
CN1CCc2c(sc3nc(SCC(=O)NCc4ccco4)n(-c4ccccc4)c(=O)c23)C1 | 1% | 16% | -4% | 1.2% | 0.9 | 67 | i | 31 | -0.2% | -0.3% | -6%
COc1ccc(C(C)=O)cc1CSc1ccccn1 | 0% | 0% | 11% | -5.1% | -0.1 | 58 | i | 16 | 0.2% | -0.5% | 7%
O=[N+]([O-])c1ccccc1CNc1ccc(F)c(Cl)c1 | -14% | 4% | -7% | -0.3% | -0.8 | 46 | i | 31 | -0.4% | -0.5% | 33%
COC(=O)C1=C(C(=O)c2ccc(C)cc2)C(c2ccc(OC)c(OC)c2)n2nnnc2N1 (centres undefined) | -9% | 10% | -57% | 6.1% | 0.8 | 37 | i | 6 | -0.2% | 0.2% | 4%
Cc1cccc(C)c1NC(=O)C1NC(=O)CC1c1ccccc1 (centres undefined) | 18% | 13% | 7% | -3.0% | 0.1 | 53 | i | 44 | 0.2% | -0.1% | 10%
Cc1ccc[n+](-c2[nH]c(=O)sc2/C=N/N=C(\[O-])c2cccnc2)c1 | -13% | -8% | -63% | 8.8% | -0.5 | 53 | i | 28 | 0.2% | 0.0% | 7%

Nothing new here: an excerpt of the list.
SMILES | GPR35 antagonists | GPR55 antagonists | KOR beta-arrestin-1 | KOR beta-arrestin-2 | NTR1 agonist | NTR1 agonist cell count 20 µM | T cell modulator | T cell modulator vesicle-bound % | GPR55 activation | West Nile antiviral | PhoP inhibition
Nc1nnnn1/N=C/c1ccc(O)cc1 | -19% | 6% | 24% | -6.7% | -2.8 | 63 | i | 42 | -0.1% | 0.2% | 12%
CC1(C)CC(NC(=O)c2c(N)no[n+]2[O-])CC(C)(C)N1 | -8% | 2% | -19% | 6.6% | -1.0 | 65 | i | 33 | -0.3% | 0.8% | -6%
CC(C)c1ccccc1NC(=O)COC(=O)COc1ccccc1[N+](=O)[O-] | -5% | -7% | -6% | -2.6% | -0.3 | 53 | i | 30 | -0.2% | 1.2% | 5%
Cn1c(CN2CCCC2)nc2cc(NC(=O)c3ccco3)ccc21 | -7% | 15% | 18% | 1.5% | 0.5 | 45 | i | 64 | -0.2% | -0.1% | 11%
Cc1cc2c(cc1C)CSC(c1c(O)ccc3ccccc13)SC2 | -10% | 26% | -56% | -4.4% | 29 | 89 | i | 11 | 0.2% | 2.2% | 8%
O=C(Nc1ccc(S(=O)(=O)N2CCCC2)cc1)c1cc(=O)c2ccccc2o1 | -2% | 3% | 11% | 7.8% | -0.2 | 60 | i | 18 | -0.6% | -0.8% | -7%
CN1CCc2c(sc3nc(SCC(=O)NCc4ccco4)n(-c4ccccc4)c(=O)c23)C1 | 1% | 16% | -4% | 1.2% | 0.9 | 67 | i | 31 | -0.2% | -0.3% | -6%
COc1ccc(C(C)=O)cc1CSc1ccccn1 | 0% | 0% | 11% | -5.1% | -0.1 | 58 | i | 16 | 0.2% | -0.5% | 7%

(listing goes on)
SMILES | GPR35 antagonists | GPR55 antagonists | KOR beta-arrestin-1 | KOR beta-arrestin-2 | NTR1 agonist | NTR1 agonist cell count 20 µM | T cell modulator | T cell modulator vesicle-bound % | GPR55 activation | West Nile antiviral | PhoP inhibition
O=C1NC(NS(=O)(=O)c2ccccc2)(C(F)(F)F)C(=O)N1CCc1ccccc1 (centres undefined) | 4% | 11% | -1% | -1.4% | 1.7 | 60 | i | 32 | -0.2% | 0.3% | -2%
NC(=O)CN1CCOCCOCCOCCOCCOCC1 | 19% | 10% | 4% | 2.6% | -0.3 | 68 | i | 26 | -0.1% | 0.7% | 10%
CCN(Cc1ccccc1)C(=S)NC(=O)c1ccccc1Br | 22% | 4% | -14% | 1.5% | 1.4 | 88 | i | 44 | 0.0% | 1.0% | -7%
Cc1nc2c(C#N)c(-c3ccc(Cl)cc3)ccn2n1 | 7% | 4% | -24%[20 µM] | 1.4% | -0.5 | 53 | i | 32 | -0.1% | -0.9% | 0%
